# From PubChem BioAssay
# CaV13 ICDI inh – Primary screen for inhibitors of IQ motif and Ca2+-dependent inactivation inhibitor domain binding in CACNA1D, Förster resonance energy transfer in living cells, … | HEK cells, CFP/YFP FRET ICDI-IQ, plate reader, 10 min; percent FRET-ratio fall versus neutral wells | inhibition, % at 12.3 µM | 0.098% of 340,000 active | AID 743397;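 active = mean replicate inhibition of at least 30% and at least 1% of replicates passing that level; inconclusive = only one of the two criteria is met; inactive = neither criterion is met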;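 also: 0% = median of the neutral control wells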
# CF NFkB inh – inhibitors of cystic fibrosis induced NF-kB; inhibition, % at 5 µM; AID 588850; KKLEB NF-kB-GFP reporter, PAF-induced, GFP fluorescence overnight; 0.86% of 360,000 active;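 active = at least 50% inhibition at 5 µM, scaled per plate between neutral and stimulator controls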;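 also: PAF is a Pseudomonas aeruginosa culture filtrate used as stimulus; plate controls were PAF-stimulated DMSO wells for no effect and unstimulated DMSO wells for full effect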
# KKLEB cytotox – CF airway cell cytotoxicity counter-screen. KKLEB CF airway cells viability, ATPlite luminescence, overnight; hits give low values; cells stimulated with P. aeruginosa culture filtrate. activity change (cytotoxicity), % at 5 µM. 0.36% of 360,000 active. AID 602141;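 active = corrected activity change at or below -50% at 5 µM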
# PDI inh – blocks human protein disulfide isomerase activity | P07237 | PDI insulin aggregation turbidity, A650, 90 min | inhibition, % at 10 µM | 0.052% of 350,000 active | AID 588391;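 active = mean inhibition across replicates of 30% or more, whatever share of single replicates reach that level; inconclusive = mean inhibition below 30% while every single replicate reaches 30%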;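 also: absorbance from insulin aggregation driven by PDI reduction with DTT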
# Target sequence (P07237 whole entry, looked up): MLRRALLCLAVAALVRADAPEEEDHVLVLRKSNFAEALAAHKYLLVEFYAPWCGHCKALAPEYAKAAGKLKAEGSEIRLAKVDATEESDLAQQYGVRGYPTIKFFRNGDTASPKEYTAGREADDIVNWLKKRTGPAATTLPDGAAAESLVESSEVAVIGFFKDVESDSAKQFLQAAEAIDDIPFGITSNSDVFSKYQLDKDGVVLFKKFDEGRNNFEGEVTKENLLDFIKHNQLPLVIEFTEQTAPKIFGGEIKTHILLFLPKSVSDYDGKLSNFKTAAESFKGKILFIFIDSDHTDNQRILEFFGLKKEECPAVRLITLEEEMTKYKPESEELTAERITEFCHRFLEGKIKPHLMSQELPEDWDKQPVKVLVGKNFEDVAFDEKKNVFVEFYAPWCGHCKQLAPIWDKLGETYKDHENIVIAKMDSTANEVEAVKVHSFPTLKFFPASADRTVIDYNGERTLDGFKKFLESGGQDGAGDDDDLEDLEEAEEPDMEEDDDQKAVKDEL
# NR2E3 ag-1 – activates human NR2E3 receptor. Q9Y5X4. CHO-S Gal4-NCOR/VP16-NR2E3 two-hybrid, luciferase. inhibition of corepressor binding, % at 3.98 µM. 0.35% of 360,000 active. AID 602229;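 active = inhibition above the mean of all tested compounds plus 3 SD, cut at about 70% in these data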;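 also: 0% = DMSO with NR2E3 transfected cells and 100% = cells lacking NR2E3 construct; higher means lower luciferase signal from less NR2E3 corepressor binding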
# Target sequence (Q9Y5X4 whole entry, looked up, the tested form may be a part): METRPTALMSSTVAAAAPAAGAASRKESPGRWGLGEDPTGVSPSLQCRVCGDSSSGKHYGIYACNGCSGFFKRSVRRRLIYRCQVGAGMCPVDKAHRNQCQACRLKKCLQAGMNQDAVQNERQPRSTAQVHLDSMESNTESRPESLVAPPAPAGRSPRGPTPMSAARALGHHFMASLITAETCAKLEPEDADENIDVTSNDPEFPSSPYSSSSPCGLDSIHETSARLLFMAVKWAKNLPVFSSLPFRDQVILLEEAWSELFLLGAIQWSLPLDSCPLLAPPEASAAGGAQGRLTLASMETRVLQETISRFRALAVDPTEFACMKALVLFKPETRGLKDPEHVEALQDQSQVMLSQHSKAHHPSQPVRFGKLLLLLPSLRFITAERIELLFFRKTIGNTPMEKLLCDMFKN
# Shn3 3UTR inh – inhibitors of Schnurri-3 3'UTR reporter in osteoblasts | inhibition, % at 12.5 µM | Clone20 osteoblast Shn3 3'UTR firefly luciferase, 24 h | AID 588674 | 0.52% of 360,000 active;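 active = mean inhibition of at least 75% with every replicate also reaching 75%; inconclusive = mean inhibition at least 75% but some replicate below; inactive = mean inhibition below 75%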;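 also: 0% = median of neutral control wells and 100% = pilot-screen positive control compound; some compounds past the cut are filed as inactive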
# Peg3 promoter – inhibitors of Peg3 promoter; inhibition, % at 20 µM; AID 588405; HeLa PEG-Prom luciferase reporter, luminescence, overnight; 1.7% of 360,000 active;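 active = inhibition of at least 50% at 20 µM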
# HIF-2a inh – inhibitors of HIF-2a; 786-0 RCC cells HIF-2a reporter, luciferase luminescence, overnight; inhibition, % at 18.8 µM; 0.72% of 360,000 active; AID 624352;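 active = inhibition of the luminescence signal of 40% or more relative to plate controls, in a single-dose primary screen at 18.75 µM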
# TRPM1 prom inh – inhibitors of MITF-driven TRPM1 promoter in melanoma cells. SK-MEL-5 TRPM1 promoter luciferase, 24 h. 0.83% of 330,000 active. inhibition, % at 12.5 µM;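 active = mean inhibition across replicates of 60% or more, whatever share of single replicates reaches that level; inconclusive = some that reach 60%, reason not given; inactive = mean inhibition across replicates below 60%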; also: values of inactives mirror those of a sister screen read the other way
# NR2E3 ag-2 – activates human photoreceptor nuclear receptor NR2E3. inhibition of corepressor binding, % at 4.78 µM. GST-NR2E3/biotin-RetCOR TR-FRET, 1536-well. AID 2300. 0.12% of 320,000 active. Q9Y5X4;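 active = percent inhibition above the cutoff of mean plus 3 SD of all tested compounds, set per screening campaign, cut at about 20% in these data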;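 also: 0% = DMSO wells and 100% = biotin wells as full block of FRET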
#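 Test system – NR2E3–RetCOR corepressor complex · Quantity – NR2E3 fusion 1.35 nM · Buffer or medium – Tris pH 7.5 · Incubation – Compound–protein incubation for 5 h at 4 °C · Technique – TR-FRET, Eu(K)-anti-GST donor, streptavidin-D2 acceptor, ex 340, em 617/671 nm · Evaluation – percent inhibition of 671/617 nm emission ratio versus biotin and DMSO controls · Plate – 1536-well format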
# Vif imaging – blocks HIV Vif function. HEK293T cells, Vif self-association by quenched fluorescence, imaging, 24 h. inhibition, % at 7.49 µM. 0.35% of 340,000 active. AID 602346; in the data active = inhibition above about 50%, passing the limit was not always enough; inconclusive = no clear call, values can overlap the other calls; inactive = below about 31%; also: some results filed as inactive read as strong as hits
# * marks the source's active call; other numbers are inactive results; ? = inconclusive; . = no result given; & = joins results of further samples.
SMILES,CaV13 ICDI inh,CF NFkB inh,KKLEB cytotox,PDI inh,NR2E3 ag-1,Shn3 3UTR inh,Peg3 promoter,HIF-2a inh,TRPM1 prom inh,NR2E3 ag-2,Vif imaging
O=C(COC(=O)COc1ccc(Cl)cc1)Nc1ncc(Br)s1,-5.9,-18.2,-7.2,7.2,11.8,5.4,-8.0,-13.4,-8.8,.,9.5
CCc1ccc(OCc2cccc(C(=O)N/N=C\c3cnn(C)c3C)c2)cc1,.,10.7,-8.2,15.4,-150.3,-22.0,-36.8,-101.2,-14.6,.,2.5
CN(Cc1ccccc1)Cc1c[nH]c2ccccc12,-4.0,-5.6,-1.6,-1.3,-7.0,-7.4,2.4,11.1,6.4,-0.5,.
COc1ccccc1NC(=O)c1ccc(C)s1,-8.6,1.1,-1.1,-3.9,-77.9,-68.5,-211.0,-293.1,-18.4,-1.5,18.3
Cc1cc(C)cc(OCCN2CCOCC2)c1,11.4,-20.1,11.7,-31.9,-11.7,3.2,15.5,10.5,2.5,2.2,-3.1
Cc1ccccc1Nc1nnc(SCC(=O)c2cc3ccccc3o2)s1,-5.3,-17.2,-1.3,0.0,17.7,-6.6,-72.7,-17.8,-0.5,1.0,0.9
Cc1cc(C(=O)Nc2sccc2C(N)=O)c(C)o1,-5.4,-5.6,1.5,-2.5,-0.8,-1.3,-110.0,-101.4,-5.0,.,-3.9
O=C(CCc1ccccc1)Nc1ccccc1F,.,-7.4,6.4,7.1,-26.9,-41.0,-224.1,-241.6,-46.2,2.9,1.6
Cc1occc1C(=O)NCc1nc(-c2ccc(Cl)cc2)no1,-5.1,-13.7,7.3,10.6,-4.5,-24.7,-21.8,-5.1,-2.2,6.2,-4.8
COc1cc(Br)c(CC2c3cc(OC)c(OC)cc3CCN2C)cc1OC (stereo not drawn),-10.0,6.0,15.5,-2.8,-15.6,11.2,-5.2,7.9,-7.2,.,1.0
COc1cccc(NC(=O)Nc2cc(NC(=O)Nc3cccc(OC)c3)c(C)nc2C)c1,-5.6,-20.1,7.3,11.7,-5.5,13.2,-3.9,1.3,9.3,1.1,4.1
COc1cccc(C(=O)NCCS(=O)(=O)NCc2cccs2)c1,-5.9,-6.5,0.5,-3.4,-6.0,3.8,5.3,4.0,7.6,2.7,2.3
CC(OC(=O)c1ccc2c(c1)OCCO2)C(=O)c1ccccc1 (stereo not drawn),-5.7,-20.1,-4.4,3.6,-121.3,-94.8,-350.8,-214.7,-82.1,3.7,-4.7
Cc1nc(CN(C)C(=O)CC2C(=O)NCCN2Cc2ccc(F)cc2)cs1 (stereo not drawn),-6.8,4.4,7.1,2.2,-12.1,5.0,-3.3,11.2,-5.5,4.0,.
CC(=O)c1ccc(N2C(=NC(=O)C(C)C)SC3CS(=O)(=O)CC32)cc1 (stereo not drawn),-5.9,5.0,-10.4,-2.3,-1.6,-10.1,8.9,3.6,-14.3,0.3,2.5
CC/C(C)=C1\SC(N2CCN(c3cccc(C(F)(F)F)c3)CC2)=NC1=O,-6.0,26.4,-9.0,-7.5,4.2,17.1,6.5,14.4,24.3,-0.5,-5.3
CCCn1c(SCC(=O)N2CCCC(C)C2)nnc1-c1ccccn1 (stereo not drawn),-5.5,1.2,0.2,-3.0,-0.8,-8.1,2.1,3.0,11.3,1.3,-2.7
Fc1ccccc1NC(=S)Nc1ccc(CN2CCOCC2)cc1,-3.2,-2.0,4.3,-0.9,-23.1,10.5,20.8,-12.0,6.2,1.6,25.0
CC(C)c1ccc(NC(=S)Nc2cccc3ccccc23)cc1,-2.7,-4.0,19.9,-5.2,-45.2,3.3,-88.2,-77.7,-2.9,-1.6,-7.2
COc1ccc(OC)c(/C=N/c2oc(-c3ccco3)c(-c3ccco3)c2C#N)c1,-5.3,-3.8,-4.1,-0.6,-15.2,-8.3,3.9,4.4,-5.4,-2.3,-3.3
Cc1ccc(OCC(=O)NNC(=O)C2CCN(c3nc(C)cc(C)n3)CC2)cc1,-7.0,-2.1,11.2,0.7,-3.4,1.1,12.4,-2.1,7.4,3.3,-3.0
Cc1onc(C(=O)/C=C/N(C)C)c1C(=O)Nc1nccs1,-0.2,-2.4,3.8,-2.1,-23.8,-6.2,-4.4,-2.9,-5.6,0.3,.
Cc1ccc(C)c(NC(=O)c2ccccc2NC(=O)C2CCCO2)c1 (stereo not drawn),4.8,-0.7,-12.5,26.9,-9.3,8.1,-4.4,5.6,2.0,2.5,.
Cc1cccc(CCN(CC(=O)NCc2ccc(F)cc2)C(=O)c2csnn2)c1,-7.5,-8.7,6.8,-4.0,-37.6,16.6,10.6,9.6,-0.2,-0.1,-5.0

# 2 records drawn at random from those above:
SMILES,CaV13 ICDI inh,CF NFkB inh,KKLEB cytotox,PDI inh,NR2E3 ag-1,Shn3 3UTR inh,Peg3 promoter,HIF-2a inh,TRPM1 prom inh,NR2E3 ag-2,Vif imaging
Fc1ccccc1NC(=S)Nc1ccc(CN2CCOCC2)cc1,-3.2,-2.0,4.3,-0.9,-23.1,10.5,20.8,-12.0,6.2,1.6,25.0
Cc1ccc(C)c(NC(=O)c2ccccc2NC(=O)C2CCCO2)c1 (stereo not drawn),4.8,-0.7,-12.5,26.9,-9.3,8.1,-4.4,5.6,2.0,2.5,.

# More compounds.
SMILES,CaV13 ICDI inh,CF NFkB inh,KKLEB cytotox,PDI inh,NR2E3 ag-1,Shn3 3UTR inh,Peg3 promoter,HIF-2a inh,TRPM1 prom inh,NR2E3 ag-2,Vif imaging
Cn1cc(Cl)c(-c2nc3ccccc3[nH]2)n1,-5.5,-13.7,6.7,-0.1,-82.1,-48.0,-173.2,-176.7,-53.0,2.2,6.2
Cc1ccccc1NC(=O)N1CCC(NC(=O)C2CCCCC2)CC1,-3.5,5.4,-8.1,7.3,-17.1,14.1,-0.6,7.2,-1.6,4.7,5.6
O=C(COC(=O)c1cc(S(=O)(=O)N2CCOCC2)c(Cl)cc1Cl)c1ccc[nH]1,-2.7,-2.3,-12.8,-1.6,-2.5,-19.1,16.1,-1.4,3.4,1.3,12.7
O=C(CCNC(=O)c1ccccc1)NN=Cc1ccc(Br)o1,-2.7,-12.6,7.7,0.2,-4.6,-2.6,2.5,5.7,-3.2,.,?
Cc1ccc(NC(=O)c2ccc(Cl)c(S(=O)(=O)N3CCCCCC3)c2)nc1,-5.2,3.0,7.3,-2.8,-10.6,24.0,-29.6,-45.6,9.8,1.5,-29.2
CCC(C)NC(=O)C1CCN(S(=O)(=O)c2ccc(-n3cnnn3)cc2)CC1 (stereo not drawn),-4.1,6.6,3.0,5.7,-2.3,-5.3,-6.3,10.2,9.3,9.1,-6.5
CC(=O)Nc1cnc(-c2ccc3c(c2)OCO3)cn1,-5.1,-23.4,9.8,1.6,-154.8,-71.1,-325.9,-207.2,.,.,2.9
CN(C)c1nccc(N(Cc2ccccc2)Cc2ccccc2)c1C#N,.,0.1,7.1,-1.4,-63.7,-29.8,-82.5,-166.4,-21.7,3.1,0.7
COc1ccc(CCC(=O)OCC(=O)c2ccc[nH]2)cc1OC,-15.2,-25.4,7.9,-4.7,-20.3,0.1,-13.2,9.6,5.0,.,3.2
CC(C)(C)NC(=O)CSc1n[nH]c(=O)n1-c1ccccc1,-5.6,3.4,-8.6,4.4,-8.1,12.7,-6.6,-0.5,0.7,3.1,-3.2
COc1ccc(OC)c(N2C(=O)CC(Cc3cc(C)cc(C)c3)C2=O)c1 (stereo not drawn),-5.5,-22.7,-3.3,-2.6,-21.1,13.3,1.6,10.5,0.2,-3.9,-1.3
C/C(CC(=O)N(C(C)C)C(C)C)=N\NC(=O)c1ccccc1Br,-1.2,-2.9,2.7,-6.7,-27.0,-6.7,14.6,13.7,10.1,1.1,3.4
N#C/C(=N\Nc1cccc([N+](=O)[O-])c1)C(=O)c1ccc(Br)cc1,-10.5,51.3*,-54.8*,9.4,95.4*,27.5,20.7,-76.4,43.4,-0.9,-20.4
CC(C)C[C@H]1CNC(=O)C(=O)N1CC1CCN(CC2CCC(C(C)(C)C)CC2)CC1 (stereo partly drawn),-3.5,-5.4,4.4,-2.6,-12.1,2.7,5.4,2.4,7.5,.,-5.3
CCC(C)NS(=O)(=O)c1ccc(OCC(=O)N2CCCC2)cc1 (stereo not drawn),-8.9,3.1,-4.8,0.0,-30.1,-18.0,9.2,17.3,6.1,-1.6,1.3
COc1ccccc1CNC(=O)C(NS(=O)(=O)c1ccc2c(c1)OCCO2)C(C)C (stereo not drawn),-2.7,-3.1,-4.7,-5.3,-24.3,4.1,5.8,4.9,-9.4,-2.3,-2.7
COc1ccc2c(c1)sc1nc(-c3ccccc3)cn12,.,22.4,-96.2*,-0.8,-1.8,?,85.1*,78.4*,90.8*,3.2,7.2
COc1cccc(OC)c1C(=O)Nc1nc2cc3c(cc2s1)OCO3,-7.1,-4.1,4.6,-8.4,-15.4,10.8,-10.1,1.3,-19.5,4.9,1.8
NC(Cc1ccc(C(F)(F)F)cc1)c1csc(Nc2ccc(S(N)(=O)=O)cc2)n1 (stereo not drawn),-5.8,0.7,-8.7,2.9,-24.8,23.1,32.0,4.8,.,.,-5.6
O=C(c1nc[nH]c1C(=O)N1CCN(c2ccccc2)CC1)N1CCN(c2ccccc2)CC1,-10.3,2.0,-8.0,1.1,19.1,22.0,-0.6,2.9,2.0,-0.9,1.2
O=S(=O)(c1ccc(-c2csc(Nc3ccc(F)cc3)n2)cc1)N1CCCC1,-4.6,23.2,-25.8,6.6,0.7,25.4,24.6,10.5,59.7,-0.1,-7.3
COc1ccc(CS(=O)(=O)CC2(O)CCN(C(=O)c3cccc(C(F)(F)F)c3)CC2)cc1,-0.7,11.1,5.0,-2.9,15.4,1.6,9.9,16.2,5.6,0.3,-0.2
CC(=O)c1ccc(OCC(O)CN2CCN(Cc3ccc4c(c3)OCO4)CC2)cc1 (stereo not drawn),17.9&23.7,-19.1&-37.2,-13.5&10.7,-4.4&0.1,9.7&-21.8,-5.3&-5.8,11.0&2.2,-2.6&-6.4,-6.3&-0.2,1.2&1.0,6.1&11.9
CC(C)[C@H](NC(=O)Nc1cccc(C(F)(F)F)c1)C(=O)O,.,-0.6,1.2,-1.1,-3.4,-1.0,3.1,10.6,-5.3,-0.1,-0.9
CCCn1c(=S)[nH]c2cc(C(=O)NCc3ccccc3OC)ccc2c1=O,-9.6,-14.0,0.1,0.2,-13.8,-47.5,14.0,-12.1,.,.,-7.5
Cc1ccccc1CC(=O)Nc1ccc(C(=O)N2CCCC2)cc1,-5.6,0.2,4.4,3.8,-19.6,-13.1,-49.5,-79.4,-15.0,-0.4,-3.1
CCC1CCCCN1CCCNC(=O)CCC(=O)N1CCOc2ccccc21 (stereo not drawn),-6.3,3.3,-4.4,.,-12.9,-4.8,4.3,10.1,-4.7,0.9,0.2
